thrombin 1536 = human alpha-thrombin inhibitors, primary screen, counter-screen for coagulation protease inhibitor project, biochemical, 1536-well, fluorogenic AMC substrate; Prothrombin (Homo sapiens), P00734; Boc-VPR-AMC fluorogenic substrate cleavage; inhibition, % at 5 µM; 0.26% of 220,000 active;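 active = inhibition at or above 40%; inactive = inhibition below 40%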;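 also: 0% = enzyme with no compound and 100% = wells without enzyme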
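System: Human alpha-thrombin protein | Medium: pH 7.5 Tris (50 mM) with NaCl 150 mM, Tween 20 0.05% | Times: Enzyme reaction carried out at room temperature | Detection: AMC fluorescence, 355/460 nm | Evaluation: Percent inhibition scaled between no-compound controls and no-enzyme blanks | Benchmarks: Enzyme without compound as high, wells lacking enzyme as low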
Wee1 degr inh = Wee1 degradation inhibitors, primary screen, cell-based, HeLa, Wee1K328M-luciferase, luminescence. Wee1-like protein kinase (Homo sapiens), P30291. HeLa Luc-Wee1K328M stability; 100% = proteasome inhibitor MG132 effect. reporter increase, % at 5 µM. 1.2% of 220,000 active. AID 1321, 2008;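 active = activation above the mean of all tested compounds plus 3 SD, set per screening run, cut at about 8.8% in these data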;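 also: cells exposed to compound for 20 h before luminescence read; 0% = DMSO alone and 100% = MG132 at 30 µM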
Hck-Nef inh = inhibitors of Nef-activated human Hck kinase, primary screen, biochemical, Z-Lyte FRET, 384-well, Hck-YEEI; Tyrosine-protein kinase HCK (Homo sapiens), P08631; Recombinant Hck-YEEI plus Nef, Z-Lyte FRET kinase assay; inhibition, % at 20 µM; 0.68% of 220,000 active;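 active = Hck-Nef kinase inhibition above about 50%, limit read from the data; inactive = inhibition below that limit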;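 also: 0% = DMSO with Hck plus Nef and 100% = Hck alone without Nef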
Runt-CBFb FRET = inhibitors of RUNX1 Runt–CBFb binding, primary screen, biochemical, FRET, Cerulean-Runt, Venus-CBFb, uHTS. Runt-related transcription factor 1 (Homo sapiens) + Core-binding factor subunit beta …. Cerulean-Runt/Venus-CBFb FRET ratio 530/480, 1 h. inhibition, % at 20 µM. 0.46% of 220,000 active. AID 1496, 2009;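 active = inhibition over about 50% at 20 µM in the single-dose screen, limit read from the data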;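 also: 0% = DMSO wells and 100% = excess unlabeled CBFb competitor control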
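test system = Cerulean-tagged RUNX1 Runt domain (FRET donor) fusion protein | reagent = Venus-CBFb binding partner, 100 nM | incubation = protein complex preformed 1 h, compound exposure 1 h, room temperature, dark | detection = FRET fluorescence | read-out basis = loss of energy transfer signal | controls = 5 µM unlabeled CBFb as full-inhibition high control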
Runt-SMMHC FRET = inhibitors of RUNX1 Runt–CBFb-SMMHC binding, primary screen, biochemical, FRET, Cerulean-Runt, Venus-CBFb-SMMHC, uHTS. Runt-related transcription factor 1 (Homo sapiens) + Core-binding factor subunit beta …. Cerulean-Runt/Venus-CBFb-SMMHC FRET ratio 530/480, 1 h. inhibition, % at 20 µM. 0.74% of 220,000 active. AID 1434, 2008;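 active = mean inhibition across duplicate retests at 20 µM reaching about 50%, limit read from the data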;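 also: 0% = DMSO wells and 100% = wells with excess untagged CBFb-SMMHC; inhibitors lower the FRET ratio by blocking Runt binding to CBFb-SMMHC; some results filed as inactive read as strong as hits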
FXIa inh 1536 = human FXIa protease inhibitors, primary screen, biochemical, 1536-well; purified FXIa, Boc-Glu-Ala-Arg-AMC fluorogenic substrate; inhibition, % at 5 µM; 0.14% of 220,000 active;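 active = inhibition of at least 40%; inactive = inhibition below 40%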;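 also: fluorescence of freed AMC excited at 355 nm; 0% = enzyme without compound and 100% = no enzyme blank; many of its hits are not listed in these tables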
FXIIa inh 1536 = human FXIIa protease inhibitors, primary screen, biochemical, 1536-well. inhibition, % at 5 µM. Coagulation factor XII (Homo sapiens), P00748. AID 800, 2007. purified FXIIa, Boc-QGR-AMC fluorogenic substrate, 2 h. 0.3% of 220,000 active; in the data active = inhibition above about 40%;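 also: 0% = enzyme with no compound and 100% = blank without enzyme; many of its hits are not listed in these tables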
Target sequence (P00748 20-372 limits assumed): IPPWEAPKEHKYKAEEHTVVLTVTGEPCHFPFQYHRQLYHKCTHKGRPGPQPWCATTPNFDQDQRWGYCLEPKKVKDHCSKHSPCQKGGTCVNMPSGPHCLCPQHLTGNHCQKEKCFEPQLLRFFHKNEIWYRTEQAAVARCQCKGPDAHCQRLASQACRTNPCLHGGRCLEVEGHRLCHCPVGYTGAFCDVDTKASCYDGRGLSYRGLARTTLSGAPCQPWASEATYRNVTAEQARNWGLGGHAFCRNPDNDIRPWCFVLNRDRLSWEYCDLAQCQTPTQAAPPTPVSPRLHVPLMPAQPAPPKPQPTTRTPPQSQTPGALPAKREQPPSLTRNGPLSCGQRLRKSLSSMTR
Target sequence (P00748 373-615 limits assumed): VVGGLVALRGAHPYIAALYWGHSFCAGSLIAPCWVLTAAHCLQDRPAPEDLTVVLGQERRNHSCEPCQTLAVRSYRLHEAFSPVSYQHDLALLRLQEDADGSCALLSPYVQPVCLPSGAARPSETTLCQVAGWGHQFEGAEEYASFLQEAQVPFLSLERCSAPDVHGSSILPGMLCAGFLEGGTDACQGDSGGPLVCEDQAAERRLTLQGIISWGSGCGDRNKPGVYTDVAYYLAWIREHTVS
hK5 inh = human KLK5 protease inhibitors, primary screen, biochemical, 1536-well. Kallikrein-5 (Homo sapiens), Q9Y337. recombinant hK5, fluorogenic AMC substrate cleavage. inhibition, % at 5 µM. 0.59% of 210,000 active. AID 873, 2007;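 active = inhibition of 40% or more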;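 also: 0% = enzyme controls without compound and 100% = no-enzyme blanks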
14-3-3 Bad inh = inhibitors of 14-3-3 zeta/Bad binding, primary screen, biochemical, TR-FRET, bovine 14-3-3 zeta; TR-FRET 14-3-3zeta/Dy647-pBad peptide displacement, 1 h; inhibition, % at 21.7 µM; 0.71% of 220,000 active; AID 781, 2007;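 active = inhibition above about 70%, limit read from the data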;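 also: 0% = full 14-3-3 plus peptide FRET controls and 100% = background without 14-3-3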
Target sequence (P63103 whole entry, looked up): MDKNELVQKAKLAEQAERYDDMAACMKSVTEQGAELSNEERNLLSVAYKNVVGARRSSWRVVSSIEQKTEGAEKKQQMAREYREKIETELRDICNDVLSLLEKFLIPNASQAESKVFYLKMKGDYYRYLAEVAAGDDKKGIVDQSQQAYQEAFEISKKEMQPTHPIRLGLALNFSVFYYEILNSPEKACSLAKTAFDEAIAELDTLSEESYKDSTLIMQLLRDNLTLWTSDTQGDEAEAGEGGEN
* marks the source's active call; other numbers are inactive results; / = not tested or not shown; [ ] = remark or other dose.

The line under a structure holds: thrombin 1536, Wee1 degr inh, Hck-Nef inh, Runt-CBFb FRET, Runt-SMMHC FRET, FXIa inh 1536, FXIIa inh 1536, hK5 inh, 14-3-3 Bad inh
- Brc1ccc(OCc2nnnn2-c2ccccc2)cc1
  5.9, -1.2, 1.8, 0.2, -6.2, -0.1, 5.3, -11.2, 14.3
- Cc1ccc(NC(=O)c2ccc(OCc3c(C)noc3C)cc2)cc1
  6.9, 3.7, 5.9, 1.7, -2.9, 6.7, 6.3, -5.9, 1.7
- O=C(Cn1nc2sc3ccccc3n2c(=O)c1=O)c1cccs1
  5.7, -2.3, 1.1, 0.4, -1.4, -1.1, 9.8, -2.5, -1.2
- CCOC(=O)/C(=C/C1=CC(=C/N(C)C)/C(=O)O1)C(C)=O
  -4.7, -0.5, -18.1, -109.1, -203.5, -21.4, 7.7, 22.2, -12.9
- CCCCNC(=O)Cc1coc2ccc3ccccc3c12
  7.6, -0.5, -0.7, -4.1, 0.8, 0.8, 20.2, 58.4*, -11.4
- O=c1nc2n(c3cccc(Cl)c13)CCCCC2
  -2.6, -1.6, 3.1, 1.7, -1.6, 4.5, 2.5, -21.5, -3.7
- C=CCn1c(Sc2nc(C)cs2)nc2c1c(=O)[nH]c(=O)n2C
  -3.0, 3.8, -1.9, 0.2, -1.4, -3.1, 3.0, -22.1, 17.8
- COc1ccc(N(CC(=O)Nc2ccc(C)cn2)S(=O)(=O)c2c(C)nn(C)c2C)cc1
  -5.8, -0.8, 2.2, 1.9, 5.0, -8.7, 3.0, -4.9, -1.1[fluorescence artefact?]
- COc1ccc(NS(=O)(=O)c2ccc(C)cc2)c([N+](=O)[O-])c1
  -6.0, 0.2, -8.6, -1.1, 1.4, 5.2, 8.4, -2.6, -0.6
- CCC(=O)Nc1ccccc1C(=O)OCC(=O)c1cccc2ccccc12
  -3.6, 2.9, 2.3, -4.7, -5.5, -2.2, 8.6, -15.2, 85.3*[fluorescence artefact?]
- Cc1ccsc1/C=C/C(=O)O
  -5.5, 4.3, -2.0, 1.1, 1.8, -2.2, 7.8, -1.1, -6.4
- Cc1onc(-c2ccccc2)c1C(=O)NNC(=S)NC(=O)c1ccc(Br)cc1
  12.7, -2.6, -1.6, 12.0, 7.1, 17.9, 11.3, -55.2, 6.1
- COc1ccccc1N=c1sc2ccccc2n1C
  -0.7, 1.4, -15.0, -0.6, -2.8, -2.8, 6.1, -6.3, -4.9
- CC(=O)NCCNC(=O)c1ccc(Sc2ccccc2)c([N+](=O)[O-])c1
  2.3, 6.2, 24.4, -2.1, 0.4, 3.0, 13.1, 2.1, 10.9
- CCOC(=O)c1[nH]c(C)c(C(=O)Nc2ccc(F)cc2)c1C
  3.1, -0.8, 1.6, 0.0, -0.3, 9.2, 15.1, -3.8, -0.5
- COc1cccc(NC(=O)NC2CCN(Cc3nnnn3Cc3ccc4c(c3)OCO4)CC2)c1
  -2.3, -3.1, 13.0, -0.2, -6.1, -2.2, -0.2, 4.8, 3.2
- COc1ccc(CC(=O)Nc2nc3ccccc3s2)cc1S(=O)(=O)N1CCOCC1
  -9.0, 2.0, 3.4, -2.6, 0.1, 2.3, 1.2, -13.5, 10.5
- CCCNC(=O)c1nc(C)c(C)nc1C(=O)Nc1cccc(Cl)c1
  -0.4, 2.5, 3.5, -1.9, 2.5, 6.8, 6.9, -11.3, 6.5
- O=C(CN1CCN(Cc2ccccc2Cl)C1=O)NCc1cccnc1
  0.6, -3.3, 21.4, -0.6, 0.8, 1.8, 7.8, 3.3, -1.7
- O=C(CCCCCn1c(=O)[nH]c2ccsc2c1=O)NCc1ccc(F)cc1
  -4.8, -2.6, -0.4, 0.8, -0.4, -2.6, 12.1, 1.2, 8.5
- Nc1cc(S(=O)(=O)Nc2cc(Cl)ccc2Cl)ccc1N1CCOCC1
  1.5, -0.6, -4.8, 31.9, 13.7, 1.9, 8.6, 3.0, 6.2
- COc1cccc(/C=N/Nc2cc(C)nc(-c3ccccc3O)n2)c1O
  -12.0, 7.7, 20.9, 1.0, -0.5, -2.6, -0.3, -7.4, -7.2
- CCNC(=O)c1ccccc1SCC(=O)Nc1ccc(F)cc1
  2.1, -1.2, 5.4, 0.2, -9.0, -2.8, 4.7, -7.6, -14.1
- COc1ccc(C(=O)/C=C(\C)NCc2ccc3c(c2)OCO3)cc1
  -1.2, -0.4, 1.1, -2.4, -2.7, -0.7, 12.7, 7.2, -8.6
- COc1ccccc1N1CCN(C(=O)CCCCn2c(=O)[nH]c3ccsc3c2=O)CC1
  -4.3, /, 1.5, 1.7, 0.0, 2.5, 15.2, -6.3, 2.2[fluorescence artefact?]
- CCOC(=O)C1CCN(c2ncnc3c2cnn3-c2ccc(Cl)cc2)CC1
  -0.5, -3.1, 0.2, -6.4, -1.3, 1.9, 8.3, -0.7, -13.5
- O=C(Nc1cccc(O)c1)c1ccc(Br)cc1
  -10.2, -2.2, 1.2, 0.3, -2.8, 0.4, -0.2, 0.8, -2.1
- COc1cc(OC)cc(-c2nnc(SCC(=O)N3CCCCC3)o2)c1
  -9.7, -2.5, -7.8, -0.5, 1.5, -4.2, 10.5, -11.8, -5.7
- N#Cc1c(C(F)(F)F)cc(-c2cccs2)nc1SCc1ccc(Cl)nc1
  2.6, 1.8, 20.3, -3.7, 7.4, -4.4, 7.1, -3.0, -11.5
- COc1nc(C)ccc1-c1noc(-c2ccccn2)n1
  0.0, 4.1, -0.7, -2.1, -1.5, 2.8, 12.3, -10.6, -3.1[fluorescence artefact?]

Some of the entries so far, as a markdown table.
| canonical_smiles | thrombin 1536 | Wee1 degr inh | Hck-Nef inh | Runt-CBFb FRET | Runt-SMMHC FRET | FXIa inh 1536 | FXIIa inh 1536 | hK5 inh | 14-3-3 Bad inh |
| --- | --- | --- | --- | --- | --- | --- | --- | --- | --- |
| Cc1ccsc1/C=C/C(=O)O | -5.5 | 4.3 | -2.0 | 1.1 | 1.8 | -2.2 | 7.8 | -1.1 | -6.4 |
| Cc1onc(-c2ccccc2)c1C(=O)NNC(=S)NC(=O)c1ccc(Br)cc1 | 12.7 | -2.6 | -1.6 | 12.0 | 7.1 | 17.9 | 11.3 | -55.2 | 6.1 |

Next section:
The line under a structure holds: thrombin 1536, Wee1 degr inh, Hck-Nef inh, Runt-CBFb FRET, Runt-SMMHC FRET, FXIa inh 1536, FXIIa inh 1536, hK5 inh, 14-3-3 Bad inh
- CC1Cc2ccccc2N1c1ncnc2nc[nH]c12 (stereo not drawn)
  -6.2, -0.7, 6.2, 2.0, -1.1, -0.9, 10.9, -10.5, 12.7
- CC(C)NS(=O)(=O)c1ccc(CCC(=O)NCc2cccnc2)cc1
  -2.8, -4.1, -3.2, -0.3, 0.4, -17.5, 0.1, 0.3, -5.6
- COc1ccc2[nH]c(=O)c(COC(=O)c3cccs3)cc2c1
  -6.5, 1.7, -6.2, -0.2, -1.5, -2.5, 8.7, -4.0, -6.5[fluorescence artefact?]
- CC1CCC2(CC1)NC(=O)N(Cc1cc(=O)n3ccsc3n1)C2=O (stereo not drawn)
  -3.3, 1.3, 12.6, 0.9, -2.5, 4.3, 4.2, -1.9, 1.7
- COc1cccc(NC(=O)Cn2c(=O)n(CCC(=O)NC3CCN(Cc4ccccc4)CC3)c(=O)c3ccccc32)c1
  -1.7, -2.9, 8.7, 5.1, -6.3, -2.5, 1.8, 1.9, 7.2
- C#Cc1ccc([C@@H]2C=C(C(=O)OCC=C)O[C@H](OCc3ccc(CO)cc3)C2)cc1
  1.3, 2.0, 30.0, -6.9, -6.1, 1.5, 8.5, 3.0, 3.5
- CC1CC(C)(C)NC(=S)N1CCCC(=O)Nc1ccccc1F (stereo not drawn)
  -0.9, -2.6, 20.3, 0.5, 0.2, 1.8, 14.1, 7.0, -12.2
- CCn1c(-c2ccccc2Cl)nn(CC(=O)Nc2cc(Cl)ccc2Cl)c1=S
  4.4, 1.8, -0.1, -2.9, 0.2, 3.9, 13.0, 3.2, -5.5
- CCOc1[nH]n(-c2ccccc2)c(=O)c1C=Nc1ccc(C(=O)OC)cc1
  -8.7, -2.4, 26.4, -1.1, -1.9, 2.6, 11.8, 0.3, -3.4
- CCOC(=O)c1c(NC(=O)CN2C(=O)NC3(CCCCCC3)C2=O)sc(C)c1-c1ccc(C)cc1
  -5.0, -1.2, -1.0, -1.4, -0.1, -4.1, 4.8, -11.9, 1.2
- O=C(CN1CCN(c2ccccc2O)CC1)NC(=O)NCc1ccco1
  -7.3, -3.4, 2.6, 0.1, 3.0, 2.5, 9.6, -0.3, -2.7
- C(=N\Nc1ncnc2nc[nH]c12)/c1cccs1
  -18.4, -0.8, 81.6*, 0.7, 0.8, -4.6, 1.2, -3.1, -12.0
- Cc1ccc(NC(=O)c2ccc(Cn3cc([N+](=O)[O-])cn3)cc2)c(C)c1
  -8.9, -1.5, 2.5, 0.3, 3.7, -2.0, 3.2, -17.4, -8.1[fluorescence artefact?]
- CC(=O)N1N=C(c2ccncc2)OC1(Cc1ccccc1)Cc1ccccc1
  -1.1, 4.9, -0.5, 0.7, -0.2, -0.1, 9.8, 0.6, -1.7
- Cc1cc(C(=O)CSc2nn3c(=O)c(C(C)(C)C)nnc3s2)c(C)n1-c1ccc(F)cc1
  -6.1, -1.4, -1.4, 25.4, 19.0, 1.0, 21.9, -0.9, -6.6[fluorescence artefact?]
- CC1(CO)COC(c2ccccc2)=N1 (stereo not drawn)
  7.0, 2.3, 13.3, -2.1, -1.4, 1.8, 12.1, 1.4, 2.0
- CC1CN(C(=O)CSc2nnc3c(Cl)cc(Cl)cn23)CC(C)O1 (stereo not drawn)
  -4.9, -0.9, 0.7, 0.1, 2.3, -7.6, 5.8, -24.5, -8.9[fluorescence artefact?]

Assay outcomes: PubChem, several laboratories
